HEK293 viab: reduces viability of HEK-293 SNCA reporter cells; Potency, µM (series often up to 57.1 µM), for the others: top-dose activity change, negative = cytotoxicity, hits mostly cytotoxic; 0.12% of 150,000 active; HEK-293-SNCA-luc viability, GF-AFC fluorescence, 24 h;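 also: 0% = DMSO-treated cells and -100% = medium-only wells without cells; nearly all actives have a fitted effect of over 30% in size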
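Cytotoxicity counterscreen: after 24 h compound treatment of genome-edited SNCA-luciferase HEK-293 cells, live-cell protease substrate GF-AFC read by fluorescence after 30 min; activity scaled between DMSO (0%) and medium-only (-100%), curves Hill-fitted.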
SNCA expr inh: reduces expression of the alpha-synuclein gene; AID 1671194; 0.17% of 140,000 active; HEK-293 SNCA-luciferase knock-in, luminescence, 24 h; Potency, µM (titrated, usually from 57.2 µM), without a hit: top-dose activity change, negative = inhibition, most hits filed as inhibitors;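 also: plate controls were DMSO cells for no effect and cell-free wells for full effect; nearly all actives have a fitted effect of over 45% in size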
* marks the source's active call; other numbers are inactive results; ? = inconclusive; [ ] = dose if it differs, or a comment. Calls follow the shape of the dose curve; as a rule, active = well fitted curve in the direction sought with a large enough effect; inconclusive = small, poorly fitted or top-dose-only effect, or another doubt; inactive = no such curve, though single readings can be large; an effect the other way counts as inactive or inconclusive. Potency is read from the fitted curve at half-maximal effect. A portion of the library, so the mix of outcomes need not match the whole.

SMILES	HEK293 viab	SNCA expr inh
CN(C)c1ncc2nc(-c3ccccc3)c(=O)n(CCC#N)c2n1	?	17%
COC(=O)N1CCC2(CC1)CN(c1ccccc1)C2	?	-12%
Cc1cnc(CNc2ccnc(-c3ccoc3)n2)cn1	1%	-18%
COC(=O)N1CCC[C@@]2(CCN(c3ncccn3)C2)C1	-5%	19%
COc1cccc(-c2nc(NC3CC3)c3ccccc3n2)c1	?	21%
Cc1noc(C)c1C(=O)N1CCC2(CCN(Cc3ccc(C#N)cc3)CC2)CC1	-21%	?
COc1ccc(CNc2ncnc3ccc(-c4ccccc4C#N)cc23)c(OC)c1	-25%	-9%
COc1ccc(CNc2nc(-c3cccnc3)nc3ccccc23)c(OC)c1	0%	1%
O=C(Oc1ccccc1)N1CCC2(CC1)CN(c1ccncc1)C2	-16%	-8%
COc1ncc2nc(-c3cccs3)c(=O)n(Cc3ccc(F)cc3)c2n1	-13%	9%
O=C(c1cnccn1)N1CCC2(CCCN(c3ccccc3)C2)CC1	-3%	-22%
CS(=O)(=O)N1CCC2(CCN(Cc3ccc(C#N)cc3)CC2)CC1	3%	-4%
c1cn(-c2cc(-c3ccc4c(c3)OCO4)ncn2)cn1	-20%	132%[activator]
CC(=O)NCCNc1nc(-c2ccccc2C)nc2ccccc12	-14%	23%
O=c1cnc2cnc(Oc3cccc(Cl)c3)nc2n1C1CC1	-8%	0%
O=c1cnc2cnc(N3CCNCC3)nc2n1Cc1cccs1	?	-13%
COc1ccc(NC(=O)N2CC3(CCNCC3)C2)cc1	-16%	71%[activator]
O=c1cnc2cnc(N3CCOCC3)nc2n1C[C@H]1CCCO1	-12%	-13%
CN(C)c1ncc2ncc(=O)n(Cc3cccs3)c2n1	-13%	6%
COc1ccccc1CN1CCC2(CC1)CCN(C(=O)c1ccncc1)CC2	-2%	-3%
O=C(c1ccco1)N1CCC2(CCCN(c3ccncc3)C2)CC1	5%	18%
CCNc1ncc2nc(-c3cc(F)cc(F)c3)c(=O)n(CCC#N)c2n1	?	11%
Cn1cccc1C(=O)N1CCC2(CCCN(C(=O)Nc3cccc(C#N)c3)C2)CC1	7%	-19%
COc1ccccc1CCn1c(=O)c(CCc2ccccc2)nc2cncnc21	0%	18%
CN(C)C(=O)c1ccc(-c2cncnc2NC2CCNCC2)cc1	17%	16%

(further entries)
SMILES	HEK293 viab	SNCA expr inh
CC(=O)N1CCC2(CCN(Cc3ccc(C#N)cc3)CC2)CC1	7%	1%
COC(=O)N1CCC2(CC1)CN(C(=O)Nc1cccc(F)c1)C2	-2%	62%[activator]
COc1ccc(-n2c(=O)c(-c3ccc(F)c(F)c3)nc3cncnc32)cc1	-16%	-7%
CN1CCN(c2nc(-c3ccc4c(c3)OCO4)nc3ccccc23)CC1	-2%	17%
Cc1ccccc1-c1cc(N2CCNCC2)ncn1	-6%	1%
COCC(=O)N1CCC[C@@]2(CCN(Cc3cc(C(F)(F)F)cc(C(F)(F)F)c3)C2)C1	4%	23%
COc1ccc(NC(=O)N2CC3(CCN(C(=O)c4ccncc4)CC3)C2)cc1	3%	-3%
CN1CCN(c2ncncc2-c2ccccc2C(F)(F)F)CC1	-1%	47%[activator]
O=c1cnc2cnc(Oc3ccccc3)nc2n1C1CC1	?	-12%
COC(=O)N1CCC2(CCN(Cc3ccccc3OC)CC2)CC1	-8%	-4%
O=C(c1csnn1)N1CCC2(CC1)CCN(c1ccccn1)CC2	-13%	-1%
c1ccc(C(c2ccccc2)N2CCCC3(CCNCC3)C2)cc1	-26%	-16%
N#CCCn1c(=O)c(-c2ccc(Cl)cc2)nc2cnc(Oc3ccccc3)nc21	0%	-18%
COc1ccc(Oc2ncc3ncc(=O)n(Cc4cccs4)c3n2)cc1	?	?
CCNc1ncc2nc(-c3ccc(OC)cc3)c(=O)n(CCc3ccccc3)c2n1	?	-4%
Cc1noc(C)c1C(=O)N1CCC2(CCN(Cc3ccccc3)CC2)CC1	-2%	-5%
COc1ccc2[nH]cc(CCNc3ncnc4ccc(-c5c(C)noc5C)cc34)c2c1	5%	10%
Cc1nc2cnc(N(C)C)nc2n(C[C@H]2CCCO2)c1=O	-5%	-1%
O=C(c1cccc(F)c1)N1CCC2(CC1)CN(c1ncccn1)C2	-5%	?
COc1ccc(CNc2ncnc3ccc(-c4cccc(NS(C)(=O)=O)c4)cc23)c(OC)c1	?	-9%
O=C(Nc1ccccc1)N1CC2(CCN(S(=O)(=O)c3ccccc3)CC2)C1	-5%	89%[activator]
c1ccc(CNc2nc(-c3ccc4c(c3)OCO4)nc3ccccc23)cc1	-6%	11%
O=c1c(-c2ccc(Cl)cc2)nc2cnc(Nc3ccccc3)nc2n1C[C@H]1CCCO1	?	-15%
COc1ccccc1-c1cc(Nc2ccc(F)cc2)ncn1	3%	49%[activator]
COc1ccc(-c2nc3cnc(OC)nc3n(Cc3ccc(F)cc3)c2=O)cc1	-3%	16%

The listing continues.
SMILES	HEK293 viab	SNCA expr inh
CN1CCN(c2ncc3nc(-c4cccs4)c(=O)n(Cc4cccs4)c3n2)CC1	?	13%
CCNc1ncc2nc(-c3cccc(C#N)c3)c(=O)n(C)c2n1	?	171%[activator]
N#Cc1ccc(CN2CCC3(CC2)CCN(S(=O)(=O)c2ccccc2)CC3)cc1	?	?
CC(C)NC(=O)N1CC2(CCN(S(=O)(=O)c3ccccc3)CC2)C1	0%	-25%
CN(C)Cc1ccccc1-c1ccc2ncnc(N(C)C)c2c1	3%	3%
COc1ccc(-n2c(=O)c(-c3ccccc3)nc3cncnc32)cc1	-21%	7%
O=C(c1cccc(F)c1)N1CCC2(CC1)CCN(c1ccncc1)CC2	5%	4%
COCC(=O)N1CCC[C@@]2(CCN(c3ccccn3)C2)C1	-9%	23%
CC(=O)N1CCC2(CC1)CCN(C(=O)Nc1cccc(F)c1)CC2	-5%	10%
CS(=O)(=O)N1CCC2(CC1)CN(C(=O)Nc1cccc(F)c1)C2	2%	42%[activator]
COc1ccccc1-c1ccc2ncnc(N(C)Cc3ccco3)c2c1	6%	5%
COCCn1c(=O)c(CCc2ccccc2)nc2cnc(Nc3ccccc3)nc21	?	7%
CC(=O)NCCNc1cc(-c2ccccc2C(F)(F)F)ncn1	?	16%
FC(F)(F)c1ccccc1-c1ccc2ncnc(NC3CC3)c2c1	-21%	6%
CN(C)c1ncc2nc(CCc3ccccc3)c(=O)n(Cc3cccs3)c2n1	-5%	-4%
CC(=O)N1CCC2(CC1)CCN(C(=O)Nc1cccc(C#N)c1)CC2	5%	27%
O=C(Nc1ccccc1)N1CC[C@@]2(CCCN(C(=O)c3ccco3)C2)C1	2%	-3%
CCNc1ncc2nc(-c3ccc(OC)cc3)c(=O)n(C[C@H]3CCCO3)c2n1	?	24%
Cc1nc2cnc(N3CCOCC3)nc2n(CCc2ccccc2)c1=O	-27%	15%
COc1ccc(-c2nc3cnc(Oc4ccccc4)nc3n(CCC#N)c2=O)cc1	21%	-19%
COCCn1c(=O)c(-c2cccc(C#N)c2)nc2cnc(Nc3ccccc3)nc21	0%	-26%
CNc1ncnc2ccc(-c3ccccc3C#N)cc12	-9%	10%
Cn1cccc1C(=O)N1CCC2(CC1)CN(C(c1ccccc1)c1ccccc1)C2	-7%	3%
CCNc1ncc2nc(-c3ccc(F)cc3)c(=O)n(C)c2n1	?	177%[activator]
CN(C)c1ncc2nc(-c3cccs3)c(=O)n(CCc3ccccc3)c2n1	-16%	-8%

One compound at a time, from the list above. Screens in order: HEK293 viab | SNCA expr inh
Shown for N#Cc1ccc(CN2CCC3(CC2)CCN(S(=O)(=O)c2ccccc2)CC3)cc1 → ? | ?
Shown for O=C(Nc1ccccc1)N1CC[C@@]2(CCCN(C(=O)c3ccco3)C2)C1 → 2% | -3%
Shown for CS(=O)(=O)N1CCC2(CC1)CN(C(=O)Nc1cccc(F)c1)C2 → 2% | 42%[activator]
Shown for CN(C)Cc1ccccc1-c1ccc2ncnc(N(C)C)c2c1 → 3% | 3%
Shown for COCCn1c(=O)c(CCc2ccccc2)nc2cnc(Nc3ccccc3)nc21 → ? | 7%

Later entries.
SMILES	HEK293 viab	SNCA expr inh
COc1ccc(CNc2ccnc(-c3cccc(NS(C)(=O)=O)c3)n2)c(OC)c1	-1%	3%
Cc1cnc(CNc2ncncc2-c2ccccc2Cl)cn1	7%	0%
COc1cccc(-c2cc(NCc3cccnc3)ncn2)c1	2%	63%[activator]
COCCn1c(=O)c(-c2ccc(OC)cc2)nc2cnc(Oc3ccccc3)nc21	?	-14%
CN(C)C(=O)c1ccc(-c2nccc(NCc3cccnc3)n2)cc1	-3%	-10%
COc1ccc(C(=O)N2CCC3(CCN(Cc4cc(C(F)(F)F)cc(C(F)(F)F)c4)CC3)CC2)cc1	-11%	-3%
O=c1c(CCc2ccccc2)nc2cnc(Nc3ccccc3)nc2n1C[C@H]1CCCO1	6%	1%
COc1ccc(Oc2ncc3nc(-c4cccc(C#N)c4)c(=O)n(Cc4cccc(OC)c4)c3n2)cc1	?	3%
CN(C)Cc1ccccc1-c1cncnc1NCc1ccccc1	-7%	-34%
O=C(c1ccco1)N1CCC2(CC1)CN(Cc1cc(C(F)(F)F)cc(C(F)(F)F)c1)C2	4%	3%
COc1ccccc1CNc1ncnc2ccc(-c3c(C)noc3C)cc12	2%	68%[activator]
COc1cccc(-c2nccc(NCc3ccccc3OC)n2)c1	-9%	50%[activator]
COc1cccc(Nc2ncc3nc(-c4cccs4)c(=O)n(C[C@H]4CCCO4)c3n2)c1	?	17%
Cn1cc(-c2nc3cncnc3n(Cc3ccccc3Cl)c2=O)c2ccccc21	35%	-1%
CN1CCN(c2ncc3nc(-c4cc(F)cc(F)c4)c(=O)n(C4CC4)c3n2)CC1	-6%	17%
COCCn1c(=O)c(C)nc2cnc(Nc3ccccc3)nc21	-10%	9%
COc1ccc(C(=O)N2CCC3(CCCN(c4ccc(-c5ccccc5)cc4)C3)CC2)cc1	-14%	28%
Cc1nc2cnc(OCc3ccccc3)nc2n(Cc2ccc(F)cc2)c1=O	-4%	-33%
Cn1cc(-c2nc3cnc(N4CCNCC4)nc3n(C)c2=O)c2ccccc21	?	-3%
COc1cccc(Cn2c(=O)c(-c3cccs3)nc3cnc(N4CCN(C)CC4)nc32)c1	?	18%
CN(C)C(=O)c1ccc(-c2cncnc2NCCN2CCOCC2)cc1	-2%	-9%
COCC(=O)N1CCC2(CC1)CN(Cc1nccs1)C2	-1%	-5%
Cc1cnc(CNc2ncncc2-c2ccoc2)cn1	13%	-4%
COc1cccc(Nc2ncc3nc(-c4cn(C)c5ccccc45)c(=O)n(C[C@H]4CCCO4)c3n2)c1	?	21%
Cn1cccc1C(=O)N1CCC[C@@]2(CCN(Cc3cc(C(F)(F)F)cc(C(F)(F)F)c3)C2)C1	-5%	-9%

Exported with values under each structure: part of the list above
Each structure is followed by: HEK293 viab | SNCA expr inh
> Cn1cc(-c2nc3cnc(N4CCNCC4)nc3n(C)c2=O)c2ccccc21
  ? | -3%
> Cn1cc(-c2nc3cncnc3n(Cc3ccccc3Cl)c2=O)c2ccccc21
  35% | -1%
> CN(C)Cc1ccccc1-c1cncnc1NCc1ccccc1
  -7% | -34%
> COc1cccc(-c2nccc(NCc3ccccc3OC)n2)c1
  -9% | 50%[activator]
> COc1ccccc1CNc1ncnc2ccc(-c3c(C)noc3C)cc12
  2% | 68%[activator]
> Cc1cnc(CNc2ncncc2-c2ccccc2Cl)cn1
  7% | 0%
> COCCn1c(=O)c(-c2ccc(OC)cc2)nc2cnc(Oc3ccccc3)nc21
  ? | -14%

New compounds follow
SMILES	HEK293 viab	SNCA expr inh
COC(=O)N1CCC2(CCCN(C(=O)Nc3ccccc3)C2)CC1	-4%	25%
COc1ccc(C(=O)N2CCC3(CC2)CCN(c2ccccc2)CC3)cc1	-18%	9%
O=C(c1cccc(F)c1)N1CCC2(CC1)CCN(c1cccc(-c3ccccc3)c1)CC2	-19%	4%
Cc1nc2cnc(Nc3ccccc3)nc2n(C[C@H]2CCCO2)c1=O	-25%	17%
COc1cccc(Cn2c(=O)cnc3cnc(N(C)C)nc32)c1	-24%	19%
NC(=O)c1ccccc1-c1nc(-n2ccnc2)c2ccccc2n1	-10%	43%[activator]
O=C(c1cccc(F)c1)N1CCC2(CCN(Cc3cc(C(F)(F)F)cc(C(F)(F)F)c3)CC2)CC1	-9%	-23%
Cc1cnc(CNc2ccnc(-c3c(C)noc3C)n2)cn1	14%	-1%
N#Cc1cccc(NC(=O)N2CC[C@@]3(CCCN(C(=O)c4csnn4)C3)C2)c1	5%	7%
COc1ccc(CNc2ncncc2-c2ccc3c(c2)OCO3)c(OC)c1	10%	7%
CN(Cc1ccco1)c1ncncc1-c1ccoc1	4%	-10%
Cc1cnc(CNc2ncnc3ccc(-c4ccc(N(C)C)cc4)cc23)cn1	-19%	39%[activator]
COCCNc1nc(-c2ccc(N(C)C)cc2)nc2ccccc12	-1%	23%
COc1ccccc1-c1cncnc1NCc1cccnc1	11%	-14%
N#CCCn1c(=O)c(-c2ccc(Cl)cc2)nc2cnc(OCc3ccccc3)nc21	-1%	-14%
CCNc1ncc2nc(-c3cccs3)c(=O)n(-c3ccc(OC)cc3)c2n1	?	11%
N#CCCn1c(=O)c(-c2ccc(F)cc2)nc2cnc(Oc3cccc(Cl)c3)nc21	1%	6%
Cn1c(=O)c(-c2ccc(Cl)cc2)nc2cnc(Nc3ccccc3)nc21	11%	-10%
COc1ccccc1-c1cc(NCc2cnc(C)cn2)ncn1	4%	-11%
CCNc1ncc2nc(-c3ccccc3)c(=O)n(-c3ccc(OC)cc3)c2n1	15%	43%[activator]
COc1cccc(-c2nccc(NCc3ccccc3)n2)c1	1%	2%
